Source: PubChem
ARNT-TACC3 inh – disrupts binding between human ARNT and TACC3. Q9Y6A5. AlphaScreen His-ARNT PAS-B/GST-TACC3 binding, luminescence; TACC3 fragment carries E629A point mutation. inhibition, % at 9.99 µM. AID 623870. 390,000 tested, 0.66% active;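 active = mean inhibition of replicates at least 50% and at least half of replicates each reaching 50%; inconclusive = half or more replicates reach 50% but mean below 50%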;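 note: 0% = complete ARNT plus TACC3 wells and 100% = ARNT alone without TACC3; many hits fall short of the cut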
CASP6 VEID inh – inhibitors of human caspase-6; P55212; purified caspase-6, Z-VEID-R110 cleavage fluorescence; inhibition, % at 12.5 µM; 350,000 tested, 0.53% active; AID 686996;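 active = mean inhibition across replicates at least about 35%, with every replicate also reaching that limit, limit read from the data; inconclusive = only one of the two criteria met; inactive = neither criterion met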;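 note: 0% = median of neutral control wells and 100% = no fluorescence left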
Target sequence (P55212 24-179 limits assumed): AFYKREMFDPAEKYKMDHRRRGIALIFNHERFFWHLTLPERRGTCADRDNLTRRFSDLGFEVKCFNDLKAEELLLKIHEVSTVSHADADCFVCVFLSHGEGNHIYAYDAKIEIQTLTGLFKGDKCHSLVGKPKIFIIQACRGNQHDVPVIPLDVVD
Target sequence (P55212 194-293 limits assumed): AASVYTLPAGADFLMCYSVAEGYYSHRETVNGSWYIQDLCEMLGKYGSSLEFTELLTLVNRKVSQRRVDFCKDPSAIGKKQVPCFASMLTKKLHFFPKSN
E-selectin induc – E-selectin induction on HUVECs; HUVEC E-selectin immunofluorescence imaging; normalized: neutral wells 0, TNF-alpha wells 100; 260,000 tested, 0.37% active; activation, % at 7.58 µM; AID 686992; P16581;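 active = mean E-selectin-positive cell signal at least 10% of the positive control, reached in at least 60% of replicates, without over 20% cell loss; inconclusive = no rule given, readout overlaps actives, possibly toxicity-flagged; inactive = the rest, including those meeting only one limit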;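 note: in these data hits start at about 27%; measured in HUVEC primary endothelial cells; signal is the percent of cells scored E-selectin positive by PE staining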
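Test system: HUVEC; input: 3,000 HUVEC/well; measured by: immunofluorescence imaging; read-out: % PE-positive cells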
RAD54 branch – blocks human RAD54 Holliday junction branch migration. Q92698. FAM/BHQ fluorescence. inhibition, % at 10.4 µM. 360,000 tested, 0.14% active. AID 602329;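 active = mean normalized replicate activity at least 40 and at least half of replicates scoring 40 or more; inconclusive = only one of the two criteria met; inactive = mean below 40 and under half of replicates reaching 40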;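 note: 0% = median of neutral control wells and 100% = median of positive control wells; inhibitors cause a drop in the FAM fluorescence signal; in these data hits start at about 50%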
esBAF inh – inhibitors of esBAF chromatin remodeling in mouse ES cells; Bmi1-luciferase knock-in reporter, 24 h; 100% = twice the neutral-well signal; reporter increase, % at 12.5 µM; 350,000 tested, 2% active; AID 602393; in the data active = activation above about 40%; inconclusive = no clear call, values can overlap the other calls;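 note: 0% = median of the plate's neutral control wells and 100% = double that signal; a rise in the Bmi1 reporter signal indicates esBAF inhibition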
PglD inh – PglD (C. jejuni) enzyme inhibition. purified PglD enzyme, DTNB colorimetric CoA detection. 360,000 tested, 0.098% active. inhibition, % at 12.5 µM; in the data active = inhibition above about 16%, passing the limit was not always enough; inconclusive = no clear call, values can overlap the other calls; note: strong numbers were not always called active
RAD52 anneal inh – blocks human RAD52 DNA annealing; P43351; AID 651710; 360,000 tested, 0.46% active; recombinant RAD52 DNA annealing, FRET fluorescence; inhibition, % at 18.7 µM;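 active = every replicate showing at least 50% inhibition; inconclusive = mean inhibition at least 50% but not in every replicate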
Target sequence (P43351 whole entry, looked up): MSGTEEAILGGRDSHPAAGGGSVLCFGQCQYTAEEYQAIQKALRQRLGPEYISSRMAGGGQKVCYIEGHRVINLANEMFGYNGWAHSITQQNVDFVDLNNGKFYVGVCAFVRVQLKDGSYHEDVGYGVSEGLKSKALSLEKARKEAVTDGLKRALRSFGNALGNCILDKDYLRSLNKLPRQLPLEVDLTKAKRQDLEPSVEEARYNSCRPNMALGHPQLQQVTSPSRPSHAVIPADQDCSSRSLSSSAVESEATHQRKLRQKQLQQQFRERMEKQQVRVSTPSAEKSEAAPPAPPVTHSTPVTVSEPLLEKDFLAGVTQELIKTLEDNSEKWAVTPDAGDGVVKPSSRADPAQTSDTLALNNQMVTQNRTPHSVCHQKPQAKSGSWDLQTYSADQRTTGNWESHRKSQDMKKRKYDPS
ERp5 block – inhibitors of human ERp5. ERp5 insulin aggregation, absorbance 650 nm, 90 min. inhibition, % at 9.99 µM. 350,000 tested, 0.05% active. AID 651711;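 active = mean replicate inhibition above about 25%, with every replicate also reaching it, limit read from the data, passing the limit was not always enough; inconclusive = only one of those two criteria met; inactive = neither criterion met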
Starred values were filed as active, the others as inactive; ? = inconclusive; nt = not tested or not shown.

Molecule	ERp5 block	RAD52 anneal inh	CASP6 VEID inh	PglD inh	esBAF inh	RAD54 branch	E-selectin induc	ARNT-TACC3 inh
CCC(=O)Nc1ccc2c(c1)C(=O)N(C)C[C@H](OC)[C@H](C)CN(CC1CCCCC1)[C@H](C)CO2	1	11	nt	3	1	-11	0.2	-3
C=CCSc1nnc(NC(=O)C2=COCCO2)s1	3	-9	5	nt	29	nt	nt	6
NS(=O)(=O)c1ccc(CCNC(=S)NC2CCCC2)cc1	-1	-30	1	nt	nt	nt	-0.9	nt
CCOC(=O)C1=C(C)N(CCO)C(=O)NC1c1cccc(O)c1 (stereo not given)	nt	nt	nt	11	-2	-8	nt	-1
C[C@@H]1CN([C@@H](C)CO)C(=O)c2cc(C#CC3CC3)cnc2O[C@@H]1CN(C)C(=O)Cc1ccccn1	1	-13	0	-1	-5	2	0.4	-5
O=C(C[C@@H]1C=C[C@H](NC(=O)CN2CCOCC2)[C@H](CO)O1)NCc1cccc(F)c1	-6	-6	-1	0	4	-5	-0.1	2
Cc1cc(N2CCN(c3ccccc3)CC2)n2ncnc2n1	3	11	1	nt	nt	nt	0.2	-4
O=C(N/N=C/c1ccccc1[N+](=O)[O-])c1cccs1	4	-6	2	4	nt	6	0.0	-5
COC(=O)[C@@H]1[C@@H](CO)[C@@H]2Cn3c(cccc3=O)[C@@H]2N1C(=O)C1CCCCC1	-3	-21	1	2	-5	-4	-0.4	-4
CCc1sc(N2[C@@H](C#N)[C@@H](c3ccccc3-c3ccc(F)cc3)[C@@H]2CO)nc1C	-3	-6	1	nt	nt	nt	-0.1	nt
COc1ccc(C(CNC(=O)c2cc(=O)[nH]c3ccccc23)N2CCCC2)cc1 (stereo not given)	nt	nt	nt	3	20	-6	nt	3
O=C(Cn1nc2sc3ccccc3n2c(=O)c1=O)c1cccs1	0	-3	-1	-1	nt	-5	-0.2	nt
Brc1ccc(OCc2nnnn2-c2ccccc2)cc1	3	-14	-1	nt	nt	nt	nt	-16
COc1ccc(OC)c(NC(=O)CN2CCc3ccccc3C2)c1	4	-1	-1	-4	5	6	0.0	0
CCOC(=O)N1CCN(C(=O)C(CC)c2ccccc2)CC1 (stereo not given)	nt	nt	nt	-3	0	-3	nt	-2
O=C1c2ccccc2C(=O)N1CC(O)COc1cccc2ccccc12 (stereo not given)	8	-30	0	nt	nt	nt	0.0	nt
C=CCN1c2ccccc2[C@]23C[C@@H](C(=O)OC)N(C(=O)c4ccco4)C2=NC(C(=O)OC)=C(C(=O)OC)[C@H]13	2	-5	-2	-4	18	2	1.1	-2
CC(C)NC(=O)Nc1cccc2c1O[C@H](CN(C)C(=O)Nc1ccc3c(c1)OCO3)[C@@H](C)CN([C@H](C)CO)C2=O	-3	8	4	-8	0	8	nt	7
C[C@@H](O)C#Cc1cnc2c(c1)C(=O)N([C@@H](C)CO)C[C@H](C)[C@@H](CN(C)C(=O)CC1CC1)O2	0	11	0	8	-2	-18	2.9	-1
CCCCCCCCN1C(=O)[C@@H](CC(=O)NCCCOC)C[C@@]2(C(=O)OC)C1=C[C@H](C1CCCC1)O[C@@H]2C	6	4	0	nt	nt	nt	0.0	nt
CCCCCOc1ccc(C(=O)CCC(=O)N2CCCC2)cc1	-9	4	-2	-2	6	-2	nt	2
CCCNC(=O)N1CC2(C1)[C@H](c1ccccc1)[C@@H](CO)N2CC1CCCC1	5	-2	-4	nt	nt	nt	0.1	nt
CCOC(=O)/C(=C/C1=CC(=C/N(C)C)/C(=O)O1)C(C)=O	2	-266	2	-9	nt	-39	-3.7	0
C[C@@H]1CN([C@@H](C)CO)C(=O)c2ccccc2-c2ccccc2CO[C@H]1CN(C)Cc1ccc(C(=O)O)cc1	-3	14	-5	-1	-1	-14	0.0	-6
Cc1ccc(-c2nc(CS(=O)(=O)CC(=O)Nc3cc(F)ccc3F)c(C)o2)cc1	1	-8	2	6	-7	5	0.1	-2
O=c1nc2n(c3cccc(Cl)c13)CCCCC2	-7	-9	-2	nt	nt	nt	nt	-3
CCCCNC(=O)Cc1coc2ccc3ccccc3c12	nt	nt	nt	9	2	-1	nt	0
CCn1c(NC(=O)/C=C/c2ccc(F)cc2)nc2ccccc21	3	-42	-1	-9	17	-4	0.0	4
Cc1cc(-c2ccc(S(=O)(=O)N(C)c3ccc(C)c(C)c3)s2)on1	-2	-46	2	4	-18	-1	nt	-16
CC(C)NC[C@@H](O)c1ccc(O)c(O)c1	3	-20	11	-1	-5	-1	-0.2	3
COc1ccc2c3c([nH]c2c1)[C@H](CO)N(Cc1ccncc1)CC31CCN(CC2CCOCC2)CC1	-6	5	-3	nt	nt	nt	-0.2	nt
COc1cccc(OCCCOc2ccc([N+](=O)[O-])cc2Cl)c1	nt	nt	nt	-4	-4	-2	nt	-4
O=[N+]([O-])c1cccc(-c2nc3ccc([N+](=O)[O-])cc3[nH]2)c1	4	-5	1	nt	nt	nt	2.0	1
CCOc1ccc(NC(=O)N(C2CCCCC2)C(C)c2cccnc2)cc1 (stereo not given)	3	-19	0	-4	2	6	-0.3	-6
CCCCN(C)C(=O)Cn1ncc2c3ccccc3n(CCC)c2c1=O	0	-10	-1	-1	4	7	?	-8
CC1CCC(C(C)C)C(OCC(O)CN2CCCC(C)C2)C1 (stereo not given)	2	7	2	nt	nt	nt	2.5	-1
Cc1ccc(CN2CC(=O)N3[C@H](C2)[C@H](c2ccc(Br)cc2)[C@@H]3CO)cc1	-2	8	0	nt	nt	nt	0.9	nt
CCC1Cc2[nH][nH]c(=O)c2C(CC)O1 (stereo not given)	-8	-4	-1	nt	nt	nt	0.0	nt
Cc1noc(C)c1S(=O)(=O)N(C)C[C@H]1OCCCC[C@@H](C)Oc2ccc(NS(C)(=O)=O)cc2C(=O)N([C@@H](C)CO)C[C@@H]1C	-6	9	-1	6	4	0	0.2	-1
COC(=O)c1cc(NC(=O)c2cccc(F)c2)cc(C(=O)OC)c1	12	-3	-4	-2	-10	-3	2.3	4
CN1CCCCN2[C@H](C1)[C@@H](c1ccc(-c3cccnc3)cc1)[C@@H]2CO	0	37	1	0	-1	6	-0.3	1
CC(=O)N1c2ccc(S(=O)(=O)NCCC(=O)NC3CCCCCC3)cc2CC1C (stereo not given)	2	-2	5	8	-2	-3	nt	-31
CCS(=O)(=O)c1ccc(O)c(NC(=O)CC2(CC(=O)O)CCCC2)c1	nt	-5	9	-4	-2	2	nt	-5
CC(=O)NC[C@H]1[C@@H](c2ccc(C3=CCCCC3)cc2)[C@@H](CO)N1C(=O)C1CCC1	2	4	-2	nt	nt	nt	0.0	nt
O=C(CN1CCN(Cc2ccccc2Cl)C1=O)NCC1CCCO1 (stereo not given)	-5	10	-1	-1	-7	-9	0.0	-8
O=C(C[C@@H]1CC[C@@H]2[C@H](COC[C@@H](O)CN2C(=O)c2ccncc2)O1)NC1Cc2ccccc2C1	-4	7	-2	2	5	-12	0.0	3
Cc1c(CCC(=O)O)c(=O)oc2cc3occ(C(C)(C)C)c3cc12	4	-16	4	nt	nt	nt	0.5	-2
Cc1ccccc1C(=O)N[C@H](C(=O)OCC(=O)c1ccc[nH]1)C(C)C	2	-29	0	2	-11	1	nt	2
COc1ccc(NC(=O)CN(C)C(=O)C2CC(=O)N(CCc3ccc(OC)c(OC)c3)C2)cc1 (stereo not given)	7	-1	-4	-2	4	1	-0.3	-3
O=C(O)C1CC=CCC1C(=O)NCCc1csc(-c2ccccc2)n1 (stereo not given)	-1	0	-1	5	11	12	nt	-12
COC(=O)C1=CN(Cc2ccc(OC)c(OC)c2)C=C(C(=O)OC)C1c1cccc(O)c1	-3	-31	-2	-2	20	4	nt	-24
COc1cc(OC)c2c(OC)cccc2n1	1	-17	2	-3	nt	-10	nt	4
O=C(Nc1ncc(Cl)cn1)c1cccs1	nt	nt	nt	11	9	-20	nt	2
COc1ccc2c(c1)c(CC(=O)OC(C)C(=O)N(C)C)c(C)n2C(=O)c1ccc(Cl)cc1 (stereo not given)	2	-8	-1	0	22	9	0.1	4
COC(=O)[C@H]1[C@H](CO)[C@H]2Cn3c(ccc(-c4ccncc4)c3=O)[C@H]2N1Cc1ccccc1F	0	-145	8	2	2	7	0.0	-4
CCCN1C(=O)CC(c2ccco2)Sc2ccccc21 (stereo not given)	2	-15	7	2	16	-5	nt	-12
CC(=O)NC(CCS(C)(=O)=O)C(=O)Nc1ccccc1Cl (stereo not given)	nt	nt	nt	3	-9	-1	nt	-5
COCCNC(=O)CSc1ccc(-c2nc3ccccc3[nH]2)cn1	3	-16	1	-3	4	8	nt	2
N#Cc1cccc(C=C(C(=O)c2ccccc2)c2ccccc2)c1	3	-6	0	nt	nt	nt	-0.3	nt
CCOc1cccc(-c2c(C(=O)N/N=C/c3ccc(C)s3)nnn2-c2nonc2N)c1	2	-11	1	1	4	-19	nt	13

Other entries
Molecule	ERp5 block	RAD52 anneal inh	CASP6 VEID inh	PglD inh	esBAF inh	RAD54 branch	E-selectin induc	ARNT-TACC3 inh
O=C(CN1CCCC1c1cccs1)Nc1cccc(S(=O)(=O)N2CCCC2)c1 (stereo not given)	-18	-44	0	-2	4	2	1.5	1
Cc1cccc(C(=O)NCC(=O)OCC(=O)NC2CCCCC2)c1	1	-17	2	-2	-4	-1	-0.2	-2
Cc1cc([N+](=O)[O-])nn1Cc1c(F)c(F)c(F)c(F)c1F	nt	nt	nt	-2	1	11	nt	-11
COc1ccc(NC(=O)COC(=O)c2ccc(Cl)c(S(N)(=O)=O)c2)c([N+](=O)[O-])c1	6	-10	-4	nt	nt	nt	0.7	-5
CCCn1nc(C(=O)NCc2ccccn2)c2ccccc2c1=O	-2	-3	4	1	1	2	nt	5
Cc1nc2ccccc2n1CCc1ccccc1	1	-1	-1	-7	7	4	nt	-6
CN(C)CC(=O)N[C@H]1C=C[C@H](CC(=O)NCCN2CCCCC2)O[C@@H]1CO	0	5	-1	1	-1	-10	-0.5	31
CC(=O)c1ccc(NC(=O)C2CCCN(c3ncnc4c3nc3n4CCCCC3)C2)cc1 (stereo not given)	3	-142	-1	2	-6	0	0.0	-7
O=C1[C@@H]2Cc3c([nH]c4ccccc34)C(c3cccc([N+](=O)[O-])c3)N2C(=O)CN1C1CCN(Cc2ccccc2)CC1 (stereo not given in full)	3	0	-2	-1	-3	8	nt	5
COC(=O)c1ccccc1OCCCOc1ccc(C=O)cc1OC	nt	nt	nt	0	70*	-6	nt	-7
CCCNC(=O)N[C@H]1C=C[C@H](CC(=O)NC2CCC2)O[C@@H]1CO	4	0	-1	-3	1	-3	-0.2	0
CCOC(=O)CC1(NC(=O)c2cc(COc3cncc(Cl)c3)on2)CCCCC1	5	-12	3	-2	2	-4	-1.0	-9
O=C(c1ccc(-c2ccccc2)cc1)N1CCN(c2nc3ccccc3o2)CC1	1	-9	-5	-2	4	6	-0.7	nt
O=C(Nc1cccc(C(F)(F)F)c1)c1cc(-c2ccco2)on1	5	-19	-1	1	-3	-8	nt	nt
O=C(NCCc1cccs1)c1cccs1	2	-27	2	1	61*	-2	4.1	-5
CCN(CC)C(=O)CSc1nc2ccccc2c(=O)n1OC	nt	nt	nt	2	-2	8	nt	-2
COCCn1c(SCC(=O)Nc2ccc(F)cc2)nc2c(oc3ccccc32)c1=O	-3	1	-1	nt	nt	nt	nt	-5
